Bioassay records (PubChem)
Tn6 DDE FP = inhibitors of Tn6 peptide binding to human fibrin DD(E). Fibrin DD(E) TRITC-Tn6 fluorescence polarization displacement. P02675. inhibition, % at 8.3 µM. 370,000 tested, 0.21% active;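 active = inhibition above a per-campaign cutoff: mean of compounds within control limits plus 3 SD, cut at about 15% in these data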;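 note: 0% = median of all compound wells on the plate and 100% = blocking peptide control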
ADAM10 inh = ADAM10 inhibition, QFRET primary screen; AID 720582; O14672; inhibition, % at 7 µM; recombinant ADAM10, EDANS/DABCYL FRET peptide cleavage, 3 h; 370,000 tested, 0.62% active;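 active = inhibition above a per-campaign cutoff equal to the mean of compounds falling between control-based bounds plus 3 SD, cut at about 20% in these data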;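 note: 0% = DMSO wells while the 100% control is not disclosed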
Target sequence (O14672 214-748 limits assumed): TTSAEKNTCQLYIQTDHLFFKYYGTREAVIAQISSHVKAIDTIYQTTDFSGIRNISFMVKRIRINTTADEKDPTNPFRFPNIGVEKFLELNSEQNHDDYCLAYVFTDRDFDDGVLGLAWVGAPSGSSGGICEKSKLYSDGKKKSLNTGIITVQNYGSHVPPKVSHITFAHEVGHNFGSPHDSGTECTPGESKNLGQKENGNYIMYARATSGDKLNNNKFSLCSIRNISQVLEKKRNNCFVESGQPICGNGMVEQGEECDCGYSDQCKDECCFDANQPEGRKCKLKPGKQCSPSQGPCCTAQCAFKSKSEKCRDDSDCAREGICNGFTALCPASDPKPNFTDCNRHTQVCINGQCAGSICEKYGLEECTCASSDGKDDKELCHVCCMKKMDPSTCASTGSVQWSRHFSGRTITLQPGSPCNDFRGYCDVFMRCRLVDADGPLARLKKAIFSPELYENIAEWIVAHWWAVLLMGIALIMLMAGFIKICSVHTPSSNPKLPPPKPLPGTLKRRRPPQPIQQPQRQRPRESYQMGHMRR
ADAM17 inh = inhibitors of human ADAM17. P78536. recombinant ADAM17, EDANS/DABCYL FRET peptide cleavage. inhibition, % at 6.95 µM. 370,000 tested, 0.83% active. AID 720648;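 active = inhibition above the mean of compounds lying between control limits plus 3 SD, set per campaign, cut at about 8.5% in these data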;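 note: 0% = DMSO-only wells as the low control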
PLC-beta3 inh = inhibitors of human phospholipase C beta3. Q01970. Purified PLC-beta3, fluorogenic substrate, fluorescence. inhibition, % at 12.2 µM. 370,000 tested, 0.18% active; in the data active = inhibition above about 11%;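 note: 0% = median of compound wells on plate and 100% = full blocker control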
Tn7 DDE FP = DD(E)-Tn7 binding inhibition, primary FP screen | P02675 | FP displacement of FITC-Tn7 peptide from fibrin DD(E); 0% = median of compound wells per plate | inhibition, % at 8.3 µM | 370,000 tested, 0.13% active;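 active = inhibition above the mean of compounds falling within the control limits plus 3 SD of them, cut at about 14% in these data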;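 note: 0% = plate median of compound wells and 100% = 10 µM Aha-Tn7 peptide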
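Test system – human fibrin DD(E) · Times – 10 min preincubation, 3 h with tracer, room temperature · Detection – fluorescence polarization of the labelled Tn7 tracer · Measure – percent inhibition normalized to high-control wells · Benchmarks – high control wells with 10 µM unlabelled Aha-Tn7 peptide (full inhibition) · Repeats – singlicate testing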
TDP2 inh = blocks human TDP2 phosphodiesterase activity. O95551. recombinant TDP2, T5PNP hydrolysis, p-nitrophenol absorbance 415 nm. inhibition, % at 12.8 µM. 370,000 tested, 0.34% active;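 active = inhibition above the mean of all tested compounds plus 3 SD, set per campaign, cut at about 25% in these data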;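 note: 0% = DMSO with enzyme and 100% = buffer with substrate but no TDP2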
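System – recombinant human TDP2 · Amount – 120 nM TDP2 per well · Buffer or medium – Mg2+-containing Tris-HCl buffer, pH 7.5 · Reagent – T5PNP substrate, 5 mM · Dosing – 12.8 µM single point, 1% DMSO · Incubation – 2 h at 37 °C · Measured by – epi absorbance · Read-out basis – percent inhibition · Benchmarks – high control without enzyme, low control DMSO plus TDP2 · Repeats – singlicate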
PLC-gamma1 inh = PLC-gamma1 (human) inhibition, primary screen | purified PLC-gamma1, fluorogenic substrate, fluorescence | inhibition, % at 12.2 µM | 370,000 tested, 0.84% active; in the data active = inhibition above about 9.5%
ARFGAP1 inh = inhibitors of rat ARFGAP1; Arfgap1-stimulated ARF1 GTP hydrolysis, GDP FP detection; Q62848; inhibition, % at 16.5 µM; 360,000 tested, 0.26% active; AID 651572;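 active = inhibition above a per-plate limit, mean inhibition of low control wells plus 3 SD, cut at about 25% in these data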;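 note: 0% = DMSO wells with enzyme and 100% = wells lacking Arfgap1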
Target sequence (Q62848 1-136 limits assumed): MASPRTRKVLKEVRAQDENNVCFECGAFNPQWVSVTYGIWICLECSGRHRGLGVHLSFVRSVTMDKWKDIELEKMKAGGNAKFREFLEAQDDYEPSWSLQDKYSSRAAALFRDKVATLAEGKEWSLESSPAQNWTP
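System: truncated rat Arfgap1 GAP domain / Medium: HEPES-based buffer, pH 7.5 / Also added: N-terminally truncated human ARF1-GTP substrate / Incubation: enzyme reaction 120 min at 25 °C after 20 min preincubation / Measured by: FP of antibody-bound GDP Alexa 633 tracer, ex 620/em 688 nm / Replicates: singlicate, each compound tested once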
ASAP1 inh = ASAP1 ArfGAP inhibition | inhibition, % at 16.5 µM | ASAP1-stimulated ARF1 GTP hydrolysis, GDP FP detection | 360,000 tested, 0.19% active | Q9ULH1; in the data active = inhibition above about 25%;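 note: 0% = vehicle with enzyme and substrate and 100% = no enzyme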
Target sequence (Q9ULH1 325-724 limits assumed): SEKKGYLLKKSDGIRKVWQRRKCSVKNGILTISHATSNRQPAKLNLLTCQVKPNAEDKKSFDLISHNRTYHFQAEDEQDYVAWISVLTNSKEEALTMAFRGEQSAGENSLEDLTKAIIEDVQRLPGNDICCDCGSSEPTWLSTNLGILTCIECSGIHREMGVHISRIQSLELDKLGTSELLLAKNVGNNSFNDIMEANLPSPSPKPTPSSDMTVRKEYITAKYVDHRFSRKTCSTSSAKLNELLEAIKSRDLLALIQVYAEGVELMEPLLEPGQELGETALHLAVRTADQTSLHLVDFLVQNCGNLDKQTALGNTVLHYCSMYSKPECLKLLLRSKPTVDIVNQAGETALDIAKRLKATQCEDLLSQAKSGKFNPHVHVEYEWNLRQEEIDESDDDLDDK
SIAE inh = inhibitors of human sialic acid acetylesterase SIAE; Q9HAT2; SIAE FP-Rh probe binding, fluorescence polarization; inhibition, % at 9.66 µM; 370,000 tested, 0.69% active; AID 1053197;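 active = inhibition above a cutoff: mean of compounds within the control limits plus 3 SD of those, cut at about 17% in these data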;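 note: 0% = plate median of compound wells and 100% = probe without SIAE protein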
The depositor's hits bear a star; / = not tested or not shown.

SMILES	Tn6 DDE FP	ADAM10 inh	ADAM17 inh	PLC-beta3 inh	Tn7 DDE FP	TDP2 inh	PLC-gamma1 inh	ARFGAP1 inh	ASAP1 inh	SIAE inh
O=C(Cc1ccccc1)NNC1CC(=O)N(c2ccccc2)C1=O (configuration not stated)	-7	1	2	8	-1	-16	8	5	7	-6
COc1cc(NC(=O)c2ccc(COCC(F)(F)F)cc2)cc(OC)c1OC	3	1	0	0	2	4	1	11	-2	6
Cc1cccc2cc(CN(Cc3ccc4c(c3)OCO4)Cc3nnnn3C3CCCC3)c(=O)[nH]c12	3	-10	5	1	-6	-5	2	-5	-1	-1
Cc1ccc(NC(=O)C2CC(=O)Nc3nc4ccccc4n32)c(C)c1 (configuration not stated)	6	6	1	-2	-6	1	2	16	-3	-8
CCCCN1C(C)=CC(=C2C(=O)c3ccccc3C2=O)C=C1C	-10	-9	-3	-3	-1	9	0	6	-3	-2
CCCc1cc(C(=O)Nc2ccc(C(=O)c3ccc(C)cc3)cc2)n(C)n1	-9	10	4	-7	1	-11	-3	-5	-1	-55
Cc1onc(-c2ccccc2)c1C(=O)NCCN1CCOCC1	-2	1	-3	-1	2	3	0	-1	0	-3
CCN(Cc1ccccc1)C(=O)COC(=O)CNS(=O)(=O)c1ccc(C)cc1	5	0	-2	3	-3	-4	2	3	2	-4
COc1ccc(Cl)cc1CC1(C)C(=O)Nc2ccc(-c3ccccc3OC)cc21 (configuration not stated)	-6	5	6	0	-3	-3	2	15	5	-7
OCCn1c(CSc2nnc(-c3ccco3)n2-c2ccccc2)nc2ccc(Cl)cc21	-5	-11	11*	-21	-1	-5	-13	14	1	1
CCC(C)(C)n1nnnc1C(c1ccc(O)cc1)N1CCc2ccccc2C1 (configuration not stated)	1	1	-1	-6	-3	13	-2	-3	-6	0
COc1cc2oc(=O)cc(CN3CCCCCCC3)c2cc1Cl	3	-310	-100	-154	0	4	-116	9	3	-6
CC(C)c1ccc(NC(=O)C(c2ccccc2)N(Cc2ccco2)C(=O)CC2NC(=O)NC2=O)cc1 (configuration not stated)	-2	13	3	-4	-1	-7	3	1	-5	4
O=C(NCCCNC(=O)c1ccc(-c2cccc(Cl)c2)o1)c1cnccn1	-1	-3	-4	-8	-5	6	0	-8	10	-3
Cn1ccc2c(-c3ccc4c(c3)OCCO4)cc3c(c21)C1CCC3C1 (configuration not stated)	11	-13	-4	-91	7	-3	-64	-3	-7	8

Part of the list above, limited to ARFGAP1 inh and ADAM10 inh.
Compound | ARFGAP1 inh | ADAM10 inh
CCC(C)(C)n1nnnc1C(c1ccc(O)cc1)N1CCc2ccccc2C1 (configuration not stated) | -3 | 1
CCCCN1C(C)=CC(=C2C(=O)c3ccccc3C2=O)C=C1C | 6 | -9
Cc1onc(-c2ccccc2)c1C(=O)NCCN1CCOCC1 | -1 | 1
Cc1cccc2cc(CN(Cc3ccc4c(c3)OCO4)Cc3nnnn3C3CCCC3)c(=O)[nH]c12 | -5 | -10

Further structures:
SMILES	Tn6 DDE FP	ADAM10 inh	ADAM17 inh	PLC-beta3 inh	Tn7 DDE FP	TDP2 inh	PLC-gamma1 inh	ARFGAP1 inh	ASAP1 inh	SIAE inh
COc1ccc(C(=O)N/C(=C\c2ccccc2)C(=O)Nc2ccccc2C(=O)O)cc1	10	-2	-1	-11	6	9	-3	8	0	0
CCN(CC)C(=O)C1CCCN(Cc2ccc3c(c2)OCO3)C1 (configuration not stated)	-2	4	-1	0	-6	3	-1	6	-13	-3
COc1ccc(C2N=C(c3ccccc3)NC(c3ccccc3)=N2)cc1	-5	4	0	-3	4	-2	5	-1	1	-2
CC[C@H](C)[C@@H]1NC(=O)c2cc([N+](=O)[O-])cc(F)c2NCCCC[C@@H](C(N)=O)NC(=O)[C@H](CC(N)=O)NC1=O	-4	1	4	-2	-7	-4	5	-1	16	-4
O=C(CCNC(=O)c1ccccc1Cl)NCC1COc2ccccc2O1 (configuration not stated)	0	-4	-5	0	-1	9	3	-7	-5	-7
Cc1ccc(Cc2cnc(N3C(=N)SC(C)C3=O)s2)cc1 (configuration not stated)	-7	-17	-6	-12	4	-2	-4	11	-6	-1
Cc1ccc(-c2ccc(CN3C(C)C(=O)N(Cc4cn(Cc5ccco5)nn4)CCS3(=O)=O)cc2)c(C)c1 (configuration not stated)	-1	4	5	0	11	-6	-1	0	-5	-14
O=C(NC1CCCCC1)c1ccc2c(c1)S(=O)(=O)c1ccccc1C2=O	-3	5	-4	0	3	3	1	7	6	0
CCN(CC)P(=O)(C(NC(=O)OC)C(F)(F)C(F)(F)C(F)(F)C(F)F)N(CC)CC (configuration not stated)	0	1	-6	-2	-4	-17	-1	-3	-4	-3
CCOCc1[nH]c(=S)[nH]c(=O)c1Cc1ccc(OCC(C)C)cc1	-1	1	-1	-2	0	7	-1	-5	-8	2
CCOC(=O)C1CCN(c2c(N(C)Cc3ccco3)c(=O)c2=O)CC1	-2	2	4	4	-5	-8	5	0	16	-5
CN(C(=O)COC(=O)C1CCN(S(=O)(=O)c2cccs2)CC1)c1ccccc1	0	-2	-8	-3	-2	8	-1	4	0	-2
O=C(CN1CCN(c2ccccn2)CC1)Nc1ccccc1C(=O)Nc1ccccc1	8	-9	2	-8	5	-1	0	5	3	5
C[C@H](O)[C@@H]1C(=O)N2CCc3ccc(-c4ccccc4)cc3[C@@H]2C[C@@H]1N(C)C(=O)NC1CCCCC1	0	-22	-8	-10	11	1	-8	-3	0	0
COC(=O)c1ccc2[nH]c(C)c(CN3CCCC3)c(=O)c2c1	9	-52	-19	-55	-5	-13	-47	16	1	0
O=c1cc(NS(=O)(=O)c2ccccc2)nc(SCc2ccccc2Cl)[nH]1	5	0	-5	2	-2	2	-2	21	-11	0
COc1cc(O)c(C(CCN2CCCCC2)c2cc(OC)c(OC)c(OC)c2)c(OC)c1 (configuration not stated)	5	-3	-5	-1	1	6	0	4	-4	4
COC(=O)[C@H](C)NC(=O)[C@@H]1CC=C[C@@H]2CCN(CCc3ccccc3)C(=O)[C@@H]21	5	-3	-1	-1	4	10	-3	/	/	-1
COc1cccc(C(=O)OCCN2CCOCC2)c1	-5	6	-1	4	-4	11	3	5	8	0
O=C(NC(CO)C(O)c1ccc([N+](=O)[O-])cc1)C(Cl)Cl (configuration not stated)	0	-15	-5	1	3	1	-1	7	-5	-1
COC(=O)C1=C(C)N(Cc2ccccc2C(F)(F)F)C(=NCC2CC2)NC1c1cccc(F)c1 (configuration not stated)	-5	2	0	4	0	-2	3	17	-2	2
Cc1ccc(S(=O)(=O)Nc2ccc(Br)cc2C(NCC(=O)O)c2ccccc2)cc1 (configuration not stated)	8	6	0	-2	-3	2	0	-8	1	-7
Cc1ccc(NC(=S)N2CCCCCC2)c(C)c1	1	0	0	-2	0	-13	-1	1	-4	9
COC(=O)c1scc(S(=O)(=O)C(C)(C)C)c1N	6	-26	-9	-14	-2	-1	-2	-10	-2	4
CCN(CC)CCNC(=O)c1cn(CCOC)c(=O)c2c1c1ccccc1n2C	8	-214	-68	-15	-10	-16	-6	-20	5	2
O=C(O)c1ccc2c(=O)n(Cc3ccccc3)c(SCc3ccc([N+](=O)[O-])cc3)nc2c1	-2	4	-3	-4	2	-4	5	-6	1	-13
CC(C)C(NC(=O)C1CCC(C(C)(C)C)CC1)C(=O)NCc1cccnc1 (configuration not stated)	6	-12	-6	1	-4	2	1	-3	-5	-1
COc1ccc(C(=O)/C=C/c2ccc(N3CCCCC3)c([N+](=O)[O-])c2)c(OC)c1	1	9	5	-15	-5	-8	7	1	8	3
O=C(O)Cc1sc(N/N=C\c2ccncc2)nc1-c1ccccc1	0	-2	-7	-93	-5	-2	-53	-5	7	4
O=C(NC1CCCC1)c1nc2c(nnn2Cc2ccccc2Cl)c(=O)[nH]1	5	-2	-5	-61	-1	11	-2	6	14	-3
COC(=O)Cn1cc(C(=O)C2CC2)c2ccccc21	-7	-1	-3	-2	3	4	-1	5	0	-2
O=c1oc(-c2cccs2)nc2c1cnn2-c1ccccc1	6	3	-1	-1	11	-4	4	2	6	2
O=C(c1ccco1)N1CCN(c2nc(-c3ccc(F)cc3)cs2)CC1	5	1	-1	-9	-5	-6	-1	9	8	4
Cc1ccc(CCN2CC(C(=O)NCCN3CCCCCC3)CC2=O)cc1 (configuration not stated)	0	-1	0	2	-1	2	-2	-5	5	-1
COc1ccc(Cl)cc1NC(=S)N1CCN(c2ncccn2)CC1	-8	2	2	2	1	16	2	-8	1	-1
Cc1ccc(NC(=O)COC(=O)CN2CSCC2=O)cc1C	5	-7	-3	2	7	-7	-4	9	-11	-3
CC(C)OCC(O)CN1CCN(CC(O)COc2ccc3c(c2)OCO3)CC1 (configuration not stated)	-4	-4	-2	2	2	5	1	3	-3	1
CCOC(=O)C1CCN(C(c2cccc(F)c2)c2sc3nc(C)nn3c2O)CC1 (configuration not stated)	-2	3	-4	4	-2	-8	4	-4	8	-3
COc1ccc(CCNC(=O)CN(c2ccccc2OC)S(C)(=O)=O)cc1	-4	5	-3	-1	6	10	1	28*	-1	9
CCCc1c(C)nc(N2CCN(c3cccc(OC)c3)CC2)[nH]c1=O	1	-2	-5	-8	-7	2	0	-8	18	1
O=C(Nc1ccc(F)cc1)OCc1cn(Cc2ccc(Cl)cc2)nn1	2	9	4	2	-5	4	0	/	/	-2
Cc1ccc(-c2nc(C3CCN(S(C)(=O)=O)CC3)no2)cc1	-1	9	1	4	0	-2	6	2	0	-4
O=C(NCc1ccccc1)c1cc(-c2ccncc2)nc2ccc(S(=O)(=O)N3CCOCC3)cc12	0	7	5	8	-7	-22	4	2	13	0
CCN(c1ccccc1)S(=O)(=O)c1ccc(OC)c(NC(=O)C2CC(=O)N(Cc3ccccc3)C2)c1 (configuration not stated)	4	3	1	-7	2	9	-1	-2	-18	-3
Cc1noc(C)c1S(=O)(=O)N(CC(=O)Nc1ccc2c(c1)OCO2)c1ccc(C(C)C)cc1	-2	-8	-1	-2	-1	-3	0	1	-7	1
CCOC(=O)Cc1csc(NC(=O)c2ccc([N+](=O)[O-])cc2[N+](=O)[O-])n1	3	2	1	-2	3	-4	1	4	1	4
COC(=O)C1=C(C(=O)OC)C2C=CC1C1C(OC(C)=O)C(OC(C)=O)C21 (configuration not stated)	-4	-2	-2	0	2	2	-3	1	4	0
CCCCSc1nnc(-c2c[nH]c3ccccc23)n1C	3	3	1	3	-4	-3	0	-5	-2	-2
